Bcl-W Bim block: disrupts Bim peptide binding to human Bcl-W; inhibition, % at 10 µM; actives 0.02% (n = 190,000); bead-based flow cytometry; Q92843;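 note: 0% = bound tracer without compound and 100% = peptide blocker; higher means less fluorescent Bim peptide bound to Bcl-W beads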
Target sequence (Q92843 whole entry, looked up): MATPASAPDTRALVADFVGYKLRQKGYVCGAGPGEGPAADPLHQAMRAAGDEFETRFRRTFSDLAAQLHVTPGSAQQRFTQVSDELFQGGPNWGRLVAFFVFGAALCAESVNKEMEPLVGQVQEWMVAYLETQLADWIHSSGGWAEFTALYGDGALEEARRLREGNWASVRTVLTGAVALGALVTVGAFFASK
RGS4-Gao reg: human RGS4-Galphao interaction regulation; Multiplexed bead flow cytometry, RGS4-Galphao binding; actives lie on both sides; actives 0.33% (n = 220,000); binding response (% of control), % at 10 µM; in the data active = binding response below about 49% or above about 150%; inactive = in between;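 note: fluorescent Galphao activated with aluminum fluoride binding bead-coupled RGS4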
Target sequence (P09471 whole entry, looked up): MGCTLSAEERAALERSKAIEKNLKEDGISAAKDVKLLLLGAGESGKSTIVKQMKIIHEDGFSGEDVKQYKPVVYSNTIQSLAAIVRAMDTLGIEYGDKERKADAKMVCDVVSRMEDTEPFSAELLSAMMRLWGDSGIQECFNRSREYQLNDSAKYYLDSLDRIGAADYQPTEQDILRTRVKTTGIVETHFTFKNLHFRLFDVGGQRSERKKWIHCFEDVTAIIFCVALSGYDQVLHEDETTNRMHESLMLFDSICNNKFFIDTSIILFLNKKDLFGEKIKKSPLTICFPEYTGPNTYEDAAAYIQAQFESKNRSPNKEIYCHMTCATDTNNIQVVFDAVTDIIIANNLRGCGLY
ABCB1 inh: blocks JC-1 efflux by human ABCB1 transporter; actives 0.067% (n = 190,000); inhibition, % at 6.6 µM; CCRF-Adr cells, flow cytometry; AID 1326; in the data active = inhibition above about 40%;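 note: 0% = vehicle and 100% = reference inhibitor; higher value means more JC-1 retained so stronger ABCB1 efflux block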
Bim-Bcl-B: inhibitors of Bim-Bcl-B interaction, human; Q9HD36; bead-based flow cytometry, Bim peptide-Bcl-B binding; inhibition, % at 10 µM; actives 0.073% (n = 190,000); AID 951;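 note: 0% = tracer peptide without compound and 100% = reference inhibitor peptide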
Target sequence (Q9HD36 whole entry, looked up): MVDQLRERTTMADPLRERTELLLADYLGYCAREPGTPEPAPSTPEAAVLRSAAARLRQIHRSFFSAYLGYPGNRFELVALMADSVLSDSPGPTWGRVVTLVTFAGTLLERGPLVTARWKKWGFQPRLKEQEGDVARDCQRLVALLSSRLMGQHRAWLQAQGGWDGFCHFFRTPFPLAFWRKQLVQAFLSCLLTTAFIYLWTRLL
RGS7-Gao: regulators of human RGS7-Galphao interaction; binding response (% of control), % at 10 µM; P09471; Multiplexed bead flow cytometry, RGS7-Galphao binding; actives lie on both sides; actives 0.35% (n = 220,000); in the data active = binding response below about 49% or above about 150%; inconclusive = no clear call, values can overlap the other calls; inactive = in between;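 note: fluorescent Galphao held in activated GDP-AlF4 state binding bead-coupled RGS7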
Bfl-1 Bim block: inhibitors of Bim-Bfl-1 interaction, human; Q16548; Bead-based flow cytometry, Bim-Bfl-1 binding inhibition; inhibition, % at 10 µM; actives 0.12% (n = 190,000);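 note: 0% = wells without compound plus tracer and 100% = blocker peptide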
Bcl-2 Bim block: disrupts Bim peptide binding to human Bcl-2; P10415; Bead-based flow cytometry, Bim peptide-Bcl-2 binding; actives 0.06% (n = 190,000); inhibition, % at 10 µM; in the data active = inhibition above about 40%; inconclusive = no clear call, values can overlap the other calls;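 note: 0% = no compound wells with probe peptide and 100% = reference peptide inhibitor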
GSH bead fluor: compound fluoresces at 488/530 nm on GSH beads; GSH beads flow cytometry, compound fluorescence 488/530 nm; active compounds read high; fluorescence (KMESF) at 10 µM; actives 0.25% (n = 190,000); AID 1776; in the data active = fluorescence above about 89;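 note: glutathione beads carrying GST-tagged Bcl family fusion proteins plus one bare bead set; values are compound well signal with DMSO vehicle wells as background; inactives centre near 16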
Avidin fluor: compound fluoresces at 488/530 nm on avidin beads; compound fluorescence 488/530 nm, flow cytometry; active compounds read high; fluorescence (KMESF) at 10 µM; actives 0.38% (n = 220,000); AID 1775; in the data active = fluorescence above about 47; note: inactives centre near 10
ABCG2 block: inhibitors of human ABCG2 transporter, ABCB1 counter-screen; Q9UNQ0; IgMXP3 cells, JC-1 efflux, flow cytometry; actives 0.1% (n = 190,000); AID 1325; inhibition, % at 6.6 µM;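 active = inhibition above 80%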;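 note: 0% = DMSO and 100% = nicardipine control wells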
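Test system: IgMXP3 cells (ABCG2) mixed with DDAO far-red-labelled CCRF-Adr cells (ABCB1). Reagent: JC-1 transporter substrate. Compound dosing: single test compound dose, 6.6 µM final. Times: 10 min compound exposure, 25 °C. Detection: flow cytometry of retained JC-1 fluorescence. Read-out basis: efflux inhibition in percent versus controls. Controls: nicardipine and DMSO wells.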
Bcl-XL Bim block: human Bim-Bcl-XL interaction inhibition | Bim peptide-Bcl-XL binding, bead flow cytometry, fluorescence | inhibition, % at 10 µM | Q07817 | actives 0.04% (n = 190,000)
Target sequence (Q07817 whole entry, looked up): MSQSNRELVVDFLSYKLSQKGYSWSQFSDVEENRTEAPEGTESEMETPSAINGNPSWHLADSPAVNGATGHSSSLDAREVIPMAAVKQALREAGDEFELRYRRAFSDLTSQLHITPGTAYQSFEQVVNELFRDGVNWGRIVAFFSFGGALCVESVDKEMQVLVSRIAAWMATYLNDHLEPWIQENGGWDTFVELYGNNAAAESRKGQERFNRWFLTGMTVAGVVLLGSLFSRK
* = called active by the depositor; ? = inconclusive; . = no result given; [ ] = remark or other dose. Cut-off read from the data, not from the text of the source, unless noted: active = inhibition above about 40%. The order is random. About 1.3% of those tested had a hit in this group.

Preview, two compounds:
SMILES	Bcl-W Bim block	RGS4-Gao reg	ABCB1 inh	Bim-Bcl-B	RGS7-Gao	Bfl-1 Bim block	Bcl-2 Bim block	GSH bead fluor	Avidin fluor	ABCG2 block	Bcl-XL Bim block
Cc1[nH]n(-c2cccc(Cl)c2)c(=O)c1C=NCc1ccco1	0	107	0.4	0	108	-2	-2	11	20	2	0
O=C(c1ccccc1NS(=O)(=O)c1cccc(C(F)(F)F)c1)N1CCc2ccccc21	-1	96	0.4	-5	100	0	0	6	10	1	-6

This part in full, previewed entries included:
SMILES	Bcl-W Bim block	RGS4-Gao reg	ABCB1 inh	Bim-Bcl-B	RGS7-Gao	Bfl-1 Bim block	Bcl-2 Bim block	GSH bead fluor	Avidin fluor	ABCG2 block	Bcl-XL Bim block
Cc1[nH]n(-c2cccc(Cl)c2)c(=O)c1C=NCc1ccco1	0	107	0.4	0	108	-2	-2	11	20	2	0
O=C(c1ccccc1NS(=O)(=O)c1cccc(C(F)(F)F)c1)N1CCc2ccccc21	-1	96	0.4	-5	100	0	0	6	10	1	-6
Cc1cc(C)n(-c2ccc(C(=O)Nc3cccc(S(=O)(=O)N4CCCC4)c3)cc2)n1	1	105	1.0	3	?	-4	-2	21	8	2	2
Cn1nc(CC(=O)NCc2ccc(F)cc2)c2ccccc2c1=O	-1	103	0.6	-8	106	-10	-7	25	7	1	-1
Cc1ccc2[nH]c(=O)c(COC(=O)c3cccs3)cc2c1	-10	100	0.3	-9	102	-2	-1	17	4	3	-12
N#CC1=C2Nc3ccccc3N2C(=O)NC1(c1ccccc1)C(F)(F)F (stereo unspecified)	-1	100	-0.1	-7	101	-4	-8	11	7	1	-3
C/C(Cn1cnc([N+](=O)[O-])n1)=N\NC(=O)c1cccc(F)c1	-2	106	0.4	-6	103	-3	-2	17	6	5	-4
Cc1ccc(C(=O)NCc2ccco2)cc1S(=O)(=O)Nc1cccc(Cl)c1	1	99	0.7	2	97	0	1	22	14	3	0
O=C(CSc1nc(C2CC2)nc2ccccc12)Nc1ccc2c(c1)OCCO2	-1	102	1.1	-2	99	0	-1	22	10	3	-2
CC(C)(C)c1ccc(NC(=O)COC(=O)CCc2nc3ccccc3c(=O)[nH]2)cc1	0	98	0.7	-2	99	0	-3	11	5	10	-2
CCC(=O)Nc1sc(C(=O)Nc2ccccc2)c(C)c1C(=O)OC	0	96	3.0	0	97	-6	0	20	11	5	0
COc1ccc(NC(=O)COc2ccccc2)c(OC)c1	1	97	0.4	-3	98	-5	-6	44	3	3	-17
Cn1c(=O)c2c(ncn2CC(=O)N/N=C/c2ccc(Br)s2)n(C)c1=O	-6	100	0.4	-5	99	-15	-6	20	16	0	-8
COc1ccc(-c2cc(-c3ccc(Br)cc3)nc3ncnn23)cc1OC	-2	96	0.0	-9	96	-11	-9	38	6	0	-9
COc1ccccc1-c1nnc2sc(-c3ccc(N(C)C)cc3)nn12	1	99	0.2	-5	102	-11	-7	18	13	-1	-1
O=C(NC(Cc1ccccc1)C(=O)NCc1ccccn1)c1ccco1 (stereo unspecified)	-1	.	0.1	-4	.	-12	-9	29	.	0	-3
Cc1ccc(NC(=O)c2cc([N+](=O)[O-])ccc2Cl)c(O)c1	0	106	0.9	-1	106	-5	0	13	10	14	-4
Cc1ccc(CNC(=O)CCS(=O)(=O)c2ccc(Br)s2)cc1	1	101	0.4	-6	102	-12	-9	11	9	1	-4
COC(=O)c1ccc(N=NN2CCOCC2)cc1	-3	100	0.6	-11	101	-11	-8	18	15	4	-7
CC(=O)c1c(C(C)=O)c(C)n(NC(=O)c2ccccc2O)c1C	-8	102	0.1	-11	102	-21	-17	38	15	11	-15

Ordered by formula weight (low to high): part of the list above
SMILES	Bcl-W Bim block	RGS4-Gao reg	ABCB1 inh	Bim-Bcl-B	RGS7-Gao	Bfl-1 Bim block	Bcl-2 Bim block	GSH bead fluor	Avidin fluor	ABCG2 block	Bcl-XL Bim block
Cc1ccc(NC(=O)c2cc([N+](=O)[O-])ccc2Cl)c(O)c1	0	106	0.9	-1	106	-5	0	13	10	14	-4
CC(=O)c1c(C(C)=O)c(C)n(NC(=O)c2ccccc2O)c1C	-8	102	0.1	-11	102	-21	-17	38	15	11	-15
CCC(=O)Nc1sc(C(=O)Nc2ccccc2)c(C)c1C(=O)OC	0	96	3.0	0	97	-6	0	20	11	5	0

(next part)
SMILES	Bcl-W Bim block	RGS4-Gao reg	ABCB1 inh	Bim-Bcl-B	RGS7-Gao	Bfl-1 Bim block	Bcl-2 Bim block	GSH bead fluor	Avidin fluor	ABCG2 block	Bcl-XL Bim block
COC(=O)C1=C(C)Nc2ncnn2C1c1ccc(OC(=O)c2ccccc2)cc1 (stereo unspecified)	0	99	0.0	-2	98	-2	-2	15	16	0	-1
O=C(CSc1nnc(-c2ccco2)o1)NC1CCCCCC1	-1	99	0.2	-6	98	-10	-11	13	7	18	-4
Cc1cccc(NC(=O)Cc2coc3ccc4ccccc4c23)n1	0	100	0.1	-10	104	-12	-10	10	11	2	-3
O=C(O)C(Cc1ccccc1)N1C(=O)/C(=C/c2cccs2)SC1=S (stereo unspecified)	0	102	0.6	-2	108	-1	0	11	12	11	0
COc1ccc(OCC(=O)N/N=C/c2ccc(O[C@@H]3O[C@H](CO)[C@@H](O)[C@H](O)[C@H]3O)cc2)cc1	0	93	-0.1	0	93	-6	-4	23	20	3	-3
Cc1ccc(Cl)cc1N1CCN(C(=O)CN(C2CCCCC2)S(C)(=O)=O)CC1	-3	97	1.6	-4	98	0	21	20	18	4	-2
CCOC(=O)c1cc(-c2ccncc2)nc2c1c(C)nn2C	0	100	1.1	1	102	-4	-1	52	10	24	0
Cc1cc(C)n(C(=O)CCNC(=O)c2ccccc2Cl)n1	0	100	0.8	-3	103	0	0	13	6	7	-3
Cc1ccc(-n2c(=O)c(C#N)cc3c(=O)n4ccccc4nc32)cc1	-7	97	0.1	-5	100	-5	-7	10	9	30	-8
Cc1ccc(SCCC(=O)N2CCC(C)CC2)cc1	-4	97	1.7	-2	93	0	3	14	14	3	-5
CCOC(=O)N1CCN(c2ccc([N+](=O)[O-])cc2)CC1	-2	102	0.7	-3	103	-2	0	10	4	14	-5
O=C(CCC(=O)OCc1ccc([N+](=O)[O-])cc1)Nc1ccc(F)cc1	-3	100	-0.1	-2	99	-4	-2	20	6	1	-4
N#Cc1ccc(Oc2ccc(-c3cnc4ccccc4n3)cc2)cc1C#N	-2	97	0.3	-4	103	-2	-5	12	13	0	-3
CCOC(=O)N1CCN(CC(=O)Nc2cc(OCC)ccc2OCC)CC1	-1	101	1.0	-5	100	-14	-6	19	32	29	-7
Cn1c(=O)c2c(nc(CN3CCC(C(N)=O)CC3)n2CCCc2ccccc2)n(C)c1=O	-1	104	0.0	1	102	-1	0	8	10	2	2
Cc1nc2ccc(NC(=O)c3ccc(S(=O)(=O)N4CCOCC4)cc3)cc2s1	-6	98	-1.0	-8	103	-15	-1	25	31	6	-11
Cc1nn(C)cc1CNC(=O)C1C2CCC(C2)C1C(=O)O (stereo unspecified)	0	106	1.3	-3	104	-9	0	20	9	5	-2
Cc1nn2cc(-c3cccc(Cl)c3)cnc2c1Br	1	99	0.4	-7	100	-3	-2	18	9	11	-2
CCOC(=O)C(NC(=O)CC(C)C)(Nc1sc2c(c1C(N)=O)CCCC2)C(F)(F)F (stereo unspecified)	-2	100	6.7	-13	97	0	-1	24	5	27	-3
COCn1c(COc2ccccc2)nc2ccccc21	-2	98	1.0	-7	97	-8	-5	24	18	10	-4
Cc1ccc(C(=O)NC=C(Cl)Cl)cc1	-5	97	0.8	-15	96	-22	-16	25	11	12	-12
CCc1ccc(C2(O)CC(C(F)(F)F)=NN2C(=O)Cc2ccc([N+](=O)[O-])cc2)cc1 (stereo unspecified)	-5	104	0.4	-9	98	-2	-4	12	20	3	-6
CCN1C(=O)C2(C(C#N)=C(N)Oc3n[nH]c(COC)c32)c2ccccc21 (stereo unspecified)	0	105	1.1	-7	106	-17	-12	36	25	6	-10
COc1ccc2nc(Cl)c(C#N)cc2c1	-2	101	-0.1	-4	97	-3	-2	14	11	0	-2
CCn1c(SCC(=O)Nc2nc(-c3ccccc3)cs2)nc2c1c(=O)n(C)c(=O)n2C	-5	97	-0.5	-7	98	-2	-2	9	3	-1	-11
O=C(CN1CCN(C(=O)c2ccco2)CC1)Nc1ccc2c(c1)OCCO2	1	122	0.2	-9	178*[activator]	-14	-6	36	223*	9	-8
Cc1ccc(NC(=O)Cc2noc3ccccc23)cc1	-12	98	0.1	-17	97	-12	-9	23	7	2	-10
Clc1cccc(NCc2nnc(SCc3ccccc3Cl)o2)c1	-4	101	-0.3	-1	101	0	3	22	13	0	-7
CCN1CCN(C(=O)C2CCN(Cc3nc(-c4cccc(Cl)c4)oc3C)CC2)CC1	-1	101	0.3	-8	103	-13	-8	25	7	0	-7
O=C(CSc1nnnn1-c1cccc2ccccc12)NC(C(=O)O)(c1ccccc1)c1ccccc1	-2	101	-0.8	-2	98	-7	-4	10	2	-1	-1
Cc1ccc(S(=O)(=O)NNc2ccccc2)c(C)c1	0	99	-0.6	-1	106	11	2	9	11	-3	-3
Cc1ccc(CCNC(=O)CCNS(=O)(=O)c2ccc3c(c2)c(=O)n(C)c(=O)n3C)cc1	0	100	0.6	-4	94	-1	-4	17	10	2	-1
CC(=O)Nc1ccc(C(=O)Cn2nnc3ccccc3c2=O)cc1	0	99	0.7	-10	98	-16	-4	34	14	0	-5
Cc1ccc(/C(N)=N/OC(=O)c2ccc(Cl)cc2Cl)cc1	2	94	0.3	-7	97	0	-4	3	12	5	-3
CC(C)C1=Nc2cccc3cccc(c23)N1	1	103	0.1	-18	114	2	-4	20	3	1	-3
O=C(Nc1ccc(NC(=O)c2ccco2)c(Cl)c1)c1ccccc1	0	99	0.3	-3	102	-4	-6	12	12	1	-4
O=C(CSc1nnc2c(Cl)cc(Cl)cn12)N1CCN(S(=O)(=O)c2ccccc2)CC1	-3	98	-0.9	-10	99	-12	-5	35	18	4	-4
Cc1ccc(NC(=O)CC2C(=O)N(Cc3ccccc3)C(=S)N2NC(=O)c2cccc(F)c2)c(C)c1 (stereo unspecified)	-9	96	-0.6	-12	98	-7	-8	12	9	-11	-10
Cc1cccc(NC(=O)NCc2ccc3c(c2)cc(C)n3C)c1	0	98	-0.3	-8	104	-11	-3	23	6	-1	-2
CCn1ccnc1CN(C)C(=O)CCc1nnc(CCC2CCCCC2)o1	-1	96	1.2	-3	95	-3	-5	11	10	6	-1
C/C(=N/NC(=O)Cc1ccccc1)c1ccc(C)s1	-1	104	0.2	-1	102	0	0	6	3	1	-2
CCC(=O)Nc1ccc(S(=O)(=O)Nc2cccnc2)cc1	0	99	0.0	1	99	0	1	11	6	-1	-1
Cc1ccc(NC(=O)CN(C)C(=O)Cn2ncc(Cl)c(Cl)c2=O)cc1	-5	104	0.1	-6	108	-8	0	16	6	-1	-7
COc1ccc(NC(=O)CCCn2c(=O)c3sccc3n(Cc3ccc(C)cc3C)c2=O)cc1	-2	104	5.2	-6	102	1	-1	33	14	13	-1
Cc1ccc(OCC(=O)Nc2ccccc2N2CCOCC2)c(C)c1	0	95	0.6	0	99	-2	-1	31	10	8	0
COc1cccc(CNc2ccc(S(=O)(=O)Nc3nccs3)cc2)c1O	-4	99	-3.5	-7	97	-11	-5	29	9	-4	2
Cc1nc2ccccc2n1/N=C/c1ccc([N+](=O)[O-])s1	-3	100	0.6	-8	99	-1	-6	11	3	31	-4
